# High-throughput results as filed in PubChem BioAssay.
# West Nile virus CPE: inhibition of WNV-induced cytopathic effect – cell-based, CPE readout (AID 1621); West Nile virus-infected cells, CPE inhibition; higher % means a stronger effect; CPE inhibition, % at 10 µM, or IC50 in µM where a hit was titrated; 0.02% of 290,000 active; in the data active = a potency from the dose series; inconclusive = CPE inhibition mostly from about 3.7% at the one dose, without a potency; inactive = the rest, 99 in 100 with CPE inhibition below about 2.2%; note: strong numbers were not always called active
# Ins promoter up: MIN6 insulin promoter up-regulation; 0.3% of 190,000 active; z-score at 5 µM; MIN6 insulin promoter-GFP reporter, high-content imaging; stronger effect = higher value; AID 1625;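 active = z-score above 3 at 5 µM with at least 500 cells counted in the well; inconclusive = wells under 500 cells, flagged as cytotoxic or low count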
# Salmonella PhoP GFP: inhibitors of PhoP regulon expression, primary screen, Salmonella Typhimurium, GFP reporter (AID 1863); S. Typhimurium PhoP-regulated promoter GFP reporter, 4 h; higher % means a stronger effect; inhibition, % at 50 µM; hits with a dose series show IC50 in µM; 0.16% of 300,000 active;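 active = inhibition over 29.93%, a cutoff 3 SD above the screen mean, later confirmed by dose response; inconclusive = inhibition over 29.93% but no dose response follow-up; inactive = inhibition at most 29.93% or unconfirmed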;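 note: 0% = low Mg2+ inducing control and 100% = high Mg2+ repressing control; strong numbers were not always called active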
# SV40 large T antigen: TAg ATPase/helicase activity blockers – biochemical (AID 1903). SV40 large T antigen ATPase/helicase inhibition assay; higher % means a stronger effect. inhibition, % at 20 µM; hits with a dose series show IC50 in µM. 0.39% of 310,000 active; in the data active = a potency from the dose series; inconclusive = inhibition mostly from about 32% at the one dose, without a potency; inactive = the rest, 99 in 100 with inhibition below about 32%; note: strong numbers were not always called active
# ER stress rescue: rescue of cells from ER stress-induced death, primary screen, 384-well, CSM14.1, thapsigargin, ATP luminescence (AID 1222). CSM14.1 thapsigargin-induced death rescue, ATP luminescence; higher % means a stronger effect. cellular ATP content (survival), % at 20 µM, or EC50 in µM where a hit was titrated. 190,000 tested, under 10 active;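 active = EC50 below 50 µM in the dose-response confirmation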;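 note: death triggered by thapsigargin at about 15 µM added after 2 h compound pretreatment; cell ATP read after overnight thapsigargin exposure of roughly 18 to 22 hours; normalized against plate controls of thapsigargin alone and 5% DMSO vehicle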
# TNAP activators: human TNAP enzyme activators, primary screen, biochemical, luminescent, no phosphate acceptor, uHTS (AID 1001). purified TNAP, luminescent activation assay, no phosphate acceptor; higher activation fold means a stronger effect. one-dose activation fold at 20 µM; EC50 in µM for titrated hits. 0.03% of 200,000 active; in the data active = activation fold from about 3, or a potency from the dose series; inactive = the rest, 99 in 100 with activation fold below about 1.6; note: many of its hits are not listed in these tables
# RSV antiviral HEp-2: RSV antiviral activity via CPE protection, HEp-2 cells, primary 10 µM value included (AID 2391) | HEp-2 cells, RSV-induced CPE inhibition; higher % means a stronger effect | one-dose CPE inhibition, % at 10 µM; IC50 in µM for titrated hits | 0.13% of 310,000 active; in the data active = a potency from the dose series; inconclusive = CPE inhibition mostly from about 23% at the one dose, without a potency; inactive = the rest, 99 in 100 with CPE inhibition below about 21%; note: strong numbers were not always called active
# human PMI inhibition: MPI enzyme activity inhibition – biochemical, fluorescence intensity, coupled assay, primary screen (AID 1209). inhibition, % at 20 µM, or IC50 in µM where a hit was titrated. 0.42% of 190,000 active. purified PMI enzyme, coupled fluorescence intensity; higher % means a stronger effect;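 note: plate controls were DMSO vehicle for no effect and wells lacking substrate for full effect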
# PMI inhibition: MPI inhibition at elevated mannose 6-phosphate – biochemical, fluorescence intensity, high mannose 6-phosphate, primary screen (AID 1220); recombinant PMI enzyme, coupled fluorescence intensity; higher % means a stronger effect; inhibition, % at 20 µM; hits with a dose series show IC50 in µM; 0.66% of 190,000 active
# Ins promoter up cell count: also measured in Ins promoter up; calls as there; cell count; measured here: cytotoxicity, nuclei count;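 total cells summed across four imaged fields per well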
# Active calls of the source: *; ? = inconclusive; . = no result given. Cut-off read from the data, not from the text of the source, unless noted: active = inhibition above about 50%; inactive = the rest. Outcome played no part in choosing rows; about 1.5% have a hit in one of these screens.
SMILES,West Nile virus CPE,Ins promoter up,Ins promoter up cell count,Salmonella PhoP GFP,SV40 large T antigen,ER stress rescue,TNAP activators,RSV antiviral HEp-2,human PMI inhibition,PMI inhibition
N=C1S/C(=C\c2ccccc2)C(=O)N1c1ccc(F)cc1,0.1%,0.2,1484,-13%,7%,-1.8%,1.3,1.2%,6%,8%
COc1cccc(C2=NOC(C(=O)Nc3cccc(C(C)=O)c3)C2)c1 (stereo not given),0.0%,0.53,1324,12%,4%,-1.5%,1,.,-6%,-2%
COc1cccc(N(C(=O)c2snc(C(N)=O)c2N)C(C(=O)NCC2CCCO2)c2ccc(F)cc2)c1 (stereo not given),-0.8%,.,.,-3%,16%,.,.,1.1%,.,.
COc1ccc(CCNc2cn[nH]c(=O)c2Cl)cc1OC,0.7%,0.1,1367,-2%,29%,0.7%,1.1,0.1%,15%,15%
CCOC(=O)Cn1c2c(c(=N)c3c1CCC3)CCC2,0.1%,0.89,987,3%,-4%,1.5%,1,0.9%,-14%,-11%
O=C(CN1CCN(C/C=C/c2ccccc2)CC1)NCc1ccc(Cl)cc1,-1.6%,-0.93,1054,-11%,15%,.,.,-1.6%,.,.
CCCS/C(N)=N/N=C/c1ccccc1O,0.1%,-0.02,795,12%,9%,-2.1%,1,4.0%,6%,9%
CCOC(=O)N1CCN(c2ccc([N+](=O)[O-])cc2F)CC1C (stereo not given),-2.2%,-0.79,1275,-6%,7%,-1.3%,1.1,12%,5%,9%
NS(=O)(=O)c1cc([N+](=O)[O-])ccc1NCc1cccnc1,-0.3%,.,.,13%,6%,.,.,0.8%,.,.
O=C1CN(C(=O)CCN2CCOCC2)C(c2ccccc2)c2cc(Br)ccc2N1 (stereo not given),-0.4%,-0.19,1211,-21%,8%,-0.6%,1.1,0.9%,4%,3%
O=C(CC1NC(=O)NC1=O)Nc1ccccc1 (stereo not given),0.2%,0.27,995,-6%,19%,-3.5%,0.9,0.6%,-3%,2%
CC#CCNCc1ccccc1,0.1%,-0.21,1496,3%,-2%,-0.8%,1.1,-0.3%,-5%,-5%
COc1ccccc1CN1CCCC(CN(CCN(C)C)C(=O)c2ccc(C)cc2)C1 (stereo not given),-0.1%,.,.,-5%,2%,.,.,-0.7%,.,.
Cc1ccc(-n2c(-c3ccccc3)c[nH]c2=S)cc1,-1.7%,-0.32,1071,-4%,-12%,-7.0%,0.9,0.9%,-12%,-5%
COc1ccc(C2C3=C(CC(C)(C)CC3=O)Nc3nc(C)nn32)cc1OC (stereo not given),0.5%,-0.03,1043,-8%,1%,.,.,1.0%,.,.
OC(COc1ccc(Cl)cc1)CN1CCN(c2ccccc2)CC1 (stereo not given),-0.5%,.,.,9%,5%,.,.,1.2%,.,.
N#Cc1cnn2c(C(F)(F)F)cc(-c3ccccc3)nc12,-0.2%,.,.,3%,-4%,.,.,0.0%,.,.
Cn1c(O)c(N=Nc2ccccc2[N+](=O)[O-])c2ccccc21,-0.7%,.,.,-6%,10%,.,.,6.4%,.,.
COc1cc2c(cc1OC)C1=C(C#N)CN(CC(=O)O)CN1CC2,.,-0.45,871,-3%,?,-0.3%,1.2,3.4%,70%*,34µM*
Cc1cc(C)c(S(=O)(=O)N2CCC(C(=O)NCc3ccncc3)CC2)c(C)c1,-0.5%,.,.,1%,7%,.,.,0.3%,.,.
CCN=C(NCC)SC1CC(=O)N(c2cccc(OC)c2)C1=O (stereo not given),-0.2%,.,.,0%,13%,-0.2%,1.1,0.7%,-9%,-3%
CCOC(=O)c1c(S(=O)(=O)NCC(=O)Nc2ccc(OC)cc2)c(C)n(C)c1C,0.3%,.,.,-9%,10%,.,.,0.6%,.,.
COc1ccc(CCNC(=O)C2CCN(c3nn4c(=O)cc(C)nc4s3)CC2)cc1OC,0.4%,0.02,1866,-7%,5%,-2.9%,1,0.7%,14%,14%
CN(C)CCCn1c(SCC(=O)N2CC(=O)Nc3ccccc32)nc2ccccc2c1=O,0.0%,-0.57,1166,-2%,0%,.,1.2,-0.7%,-14%,-16%
CS(=O)(=O)c1cccc(C(=O)Nc2ccc3c(c2)OCCCO3)c1,0.1%,.,.,-2%,11%,.,.,3.6%,.,.
CC(=O)N1CCc2cc(S(=O)(=O)N3c4ccccc4CC3C)ccc21 (stereo not given),1.1%,-0.36,853,-2%,4%,1.6%,1,0.0%,5%,1%
COCCC1CCCCN1C(=O)c1cccc(OC2CCN(S(C)(=O)=O)CC2)c1 (stereo not given),-0.5%,.,.,-4%,28%,.,.,1.4%,.,.
Cc1ccc(-c2noc(-c3ccccc3C(=O)N3CCCC3)n2)cc1,-1.0%,-0.46,977,6%,4%,-1.0%,1.1,1.2%,12%,10%
CC(=O)N[C@@H](Cc1c[nH]c2ccccc12)C(=O)NC1CCCc2ccccc21 (stereo not given in full),-1.2%,.,.,3%,-4%,.,.,0.5%,.,.
CCN1CCN(Cc2ccc(NC(=O)c3ccc(C)c(NC(=O)c4cccc(-c5cn[nH]c(=O)c5)c4)c3)cc2C(F)(F)F)CC1,-0.3%,.,.,-10%,20%,.,.,-3.5%,.,.

# Entries above with a CF3 group (2):
SMILES,West Nile virus CPE,Ins promoter up,Ins promoter up cell count,Salmonella PhoP GFP,SV40 large T antigen,ER stress rescue,TNAP activators,RSV antiviral HEp-2,human PMI inhibition,PMI inhibition
N#Cc1cnn2c(C(F)(F)F)cc(-c3ccccc3)nc12,-0.2%,.,.,3%,-4%,.,.,0.0%,.,.
CCN1CCN(Cc2ccc(NC(=O)c3ccc(C)c(NC(=O)c4cccc(-c5cn[nH]c(=O)c5)c4)c3)cc2C(F)(F)F)CC1,-0.3%,.,.,-10%,20%,.,.,-3.5%,.,.

# Remaining list, next part
SMILES,West Nile virus CPE,Ins promoter up,Ins promoter up cell count,Salmonella PhoP GFP,SV40 large T antigen,ER stress rescue,TNAP activators,RSV antiviral HEp-2,human PMI inhibition,PMI inhibition
Nc1c(C(=O)N/N=C/c2ccccc2Cl)oc2nc(-c3ccccc3)cc(-c3ccco3)c12,0.7%,.,.,-2%,15%,.,.,-1.4%,.,.
CCOCCCNC(=O)C1(O)c2ccccc2NC(=O)N1c1ccc(Cl)c(Cl)c1 (stereo not given),0.7%,.,.,-5%,3%,.,.,3.5%,.,.
CCNC(=O)CSc1nc2cc(OC)c(OC)cc2c(=O)n1CCC1=CCCCC1,.,0.47,1414,.,.,-0.6%,1.1,.,0%,11%
CCC(=O)N1CCc2cc(S(=O)(=O)N3CCCCCC3)ccc21,1.9%,.,.,4%,-2%,.,.,1.1%,.,.
O=C(Nc1ccc(Br)cc1)C1CCCN1S(=O)(=O)c1cccs1 (stereo not given),-0.3%,-0.89,1059,5%,13%,0.2%,1.2,3.7%,4%,4%
COC(=O)c1ccccc1NC(=O)CSc1nnc(C(C)NC(=O)c2ccc(Cl)cc2Cl)n1C (stereo not given),1.0%,.,.,10%,3%,0.3%,1.1,0.2%,-6%,-9%
COc1ccc(-c2cc(-c3ccc(C)cc3)nc(SCc3nnc(-c4ccccc4)o3)c2C#N)cc1OC,14%,-0.72,1524,-14%,5%,3.2%,1.1,2.5%,-4%,-1%
O=C(NN1C(=O)C2C3C=CC(C3)C2C1=O)c1ccncc1 (stereo not given),0.1%,0.73,1382,1%,3%,-2.0%,1,2.4%,-1%,17%
CCCn1nnnc1NCc1cc(Br)ccc1OC,-0.4%,0.86,1608,-2%,19%,1.3%,1,1.4%,.,.
C[C@H](NC(=O)[C@@H]1CSC2c3ccccc3C(=O)N21)C(=O)NC1CCCCC1 (stereo not given in full),-0.3%,.,.,9%,-10%,.,.,-0.6%,.,.
COC(=O)c1ccc(/C=N/N2CCN(Cc3ccccc3Cl)CC2)cc1,-1.1%,-0.46,1091,0%,7%,.,.,1.1%,.,.
CCn1ccnc1CN1CCc2c([nH]c3ccccc23)C1C(C)(C)C (stereo not given),-1.6%,-1.5,1359,14%,8%,0.6%,1.1,8.1%,24%,20%
CCc1ccc(OCC(O)Cn2c(N3CCCCC3)nc3c2c(=O)[nH]c(=O)n3C)cc1 (stereo not given),-0.7%,.,.,-4%,16%,.,.,2.0%,.,.
N#Cc1ccc(COc2cccnc2[N+](=O)[O-])cc1,-0.3%,.,.,12%,4%,.,.,16%,.,.
CCN(CC)S(=O)(=O)c1ccc(NC(=O)COc2nc3ccccc3nc2N2CCOCC2)cc1,-1.4%,0.65,1280,16%,2%,1.4%,1,5.4%,11%,10%
CCOC(=O)C1CCCN(Cc2nc(N)nc(Nc3ccc(OC)cc3)n2)C1 (stereo not given),-1.4%,-0.95,1313,14%,13%,-1.0%,1.1,1.3%,4%,-5%
Cc1ccc(-n2cccn2)c([C@@H]2C[C@H]3CN(C)C(=O)[C@]34CCCN24)c1,-0.4%,-0.45,1342,5%,2%,-1.2%,1,0.2%,-2%,8%
COc1ccc(/C=C/C(=O)Oc2ccc(/C=N\NC(=O)c3ccc(F)cc3)cc2)cc1,0.0%,-0.23,1416,8%,12%,-0.6%,1.1,0.9%,-3%,9%
CCC(C)(C)NCC(=O)Nc1ccc(OC(F)(F)F)cc1,-0.7%,-0.43,808,29%,-10%,-4.5%,1.1,-0.3%,-5%,-4%
CC(C)c1nc(SCC(=O)NC2CCCCC2)c2ccccc2n1,-0.8%,.,.,6%,6%,.,.,0.1%,.,.
Cc1ccc(-c2nc3ncccc3o2)cc1NC(=O)C(C)C,-0.1%,.,.,9%,6%,.,.,1.7%,.,.
O=C(NCC1CC1)C1CCCN(S(=O)(=O)c2ccc(-n3cnnn3)cc2)C1 (stereo not given),0.1%,0.71,953,16%,18%,-1.3%,1.1,10%,6%,0%
Fc1cccc(Cl)c1-c1nnc2ccc(N3CCOCC3)nn12,0.9%,-0.4,884,-9%,12%,0.9%,1,-1.4%,0%,2%
CN(C)C(CNC(=O)c1cc2ccccc2oc1=O)c1ccccc1 (stereo not given),-0.4%,.,.,-2%,10%,.,.,-0.1%,.,.
C=CCSc1nnc(NC(=O)CSc2nnc(C)s2)s1,0.1%,-0.77,1177,6%,9%,4.0%,1.1,0.8%,-1%,-3%
CCS(=O)(=O)c1ccc2oc(Nc3cccc(OC)c3)nc2c1,-0.5%,0.18,1191,1%,12%,.,1.1,4.2%,2%,7%
CCSc1nnc([C@@H]2CCCN2C(=O)OC(C)(C)C)o1,-0.2%,.,.,0%,0%,-0.1%,1.1,0.6%,11%,6%
Cc1cccc(N(CC(=O)N2CCOCC2)S(C)(=O)=O)c1,0.5%,.,.,3%,6%,-2.2%,1,1.2%,6%,7%
C=CCN1C(=O)/C(=C/c2ccc(O)cc2)S/C1=N/c1nccs1,-0.5%,0.2,1240,8%,5%,0.0%,0.8,54%,13%,17%
CCOC(=O)C(=O)/C(C#N)=C/Nc1ccccc1,0.3%,-0.57,892,-3%,14%,-1.0%,1,3.1%,-16%,-15%
O=S(=O)(/N=C(/NC(=S)Nc1ccccc1)c1ccccc1)c1ccc(Cl)cc1,0.8%,.,.,-2%,11%,.,.,1.6%,.,.
